High-throughput results as filed in PubChem.
TbPYK inhibitor: T. brucei pyruvate kinase inhibition; TbPYK enzyme, Kinase-Glo Plus ATP luminescence, 45 min; Q57TT1; actives 0.12% (n = 410,000); Potency, µM (doses to about 76.8 µM), for inactives: top-dose activity, negative = inhibition, hits mostly inhibitors; active means well fitted inhibition curve with a large enough effect; further: nearly all actives have a fitted effect of over 50% in size
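Luminescence from Kinase-Glo Plus, added after a 45-minute room-temperature reaction, served as the end-point read-out. The enzyme and substrate were preincubated with compound before ADP (130 uM final) initiated turnover. Concentration-effect curves came from normalized qHTS data.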
Active calls of the source: *; [ ] = remark or other dose. On the % scale 0 is the no-effect control and ±100 the full control effect; potency means the concentration at half of the fitted maximal effect. These rows are one share of the data; rates above refer to the full screens.

SMILES	TbPYK inhibitor
CCCNC(=O)C1(C)CCN(Cc2ccc(Cl)c(Cl)c2)C1 (stereo unspecified)	0%
CCCCc1c(-c2ccccc2OC)ncn1CCc1cccc(OC)c1	-3%
CCCCNC(=O)CCC1N=C2c3ccccc3N=C(SCC(=O)NCCc3ccc(OC)c(OC)c3)N2C1=O (stereo unspecified)	-7%
CCCOC(=O)c1cccc(Nc2nc(C(=O)OCC)nc3ccccc23)c1	-2%
CC(C)Oc1ccc(CNC(=O)CN2C(=O)CCn3nc(-c4cn(C)c5ccccc45)cc32)cc1	1%
CCn1c2ccccc2c2nnc(N3CCN(c4ccc(OC)cc4)CC3)nc21	-9%
COc1ccc(Cn2c(SCC(=O)N(C)Cc3ccccc3)nc3ccccc32)cc1	-1%
CCOC(=O)Cc1ccc(Nc2nc(NCCOC)nc3ccsc23)cc1	4%
C=CCSc1nnc(NC(=O)CCNC(=O)c2ccccc2Cl)s1	-4%
Fc1ccc(-c2noc3ncnc(NCCc4ccccc4)c23)cc1	-4%
O=C(c1cc2ccccc2oc1=O)N1CCN(c2ccc(Cl)cc2)CC1	-4%
CS(=O)(=O)N1CCC2(CCCN(Cc3ccc(C#N)cc3)C2)CC1	-10%
Nc1ccn([C@@H]2O[C@H](CNCc3ccc(OCC(=O)Nc4nccs4)cc3)[C@@H](O)[C@H]2O)c(=O)n1	-1%
COc1ccc(C2Nc3ccccc3-c3cc(C)nn32)c(OC)c1 (stereo unspecified)	-4%
Cc1ccc(Cn2c(SCC(=O)NCc3ccc(Cl)cc3)nc3ccsc3c2=O)cc1	-6%
COc1ccc(-c2nn3c(=O)cc(CN4CCN(S(=O)(=O)c5ccc(C)cc5)CC4)nc3s2)cc1	0%
COc1ccc(Nc2c3c(nc4ccc(NC(=O)/C=C/c5cccc(OC)c5OC)cc24)CCCC3)cc1OC	-7%
CC(=O)C1=CCC(c2ccccc2)N(S(=O)(=O)c2ccc(Cl)cc2)C1 (stereo unspecified)	1%
CCCCC(=O)N1CCc2cc(OC)c(OC)cc2C1COc1ccc(OC)cc1 (stereo unspecified)	2%
COc1cccc(CNC(=O)CCc2c(C)nn(-c3ccc(N4CCOCC4)nn3)c2C)c1	-3%
CCOC(=O)[C@]12Cc3cc(C)ccc3[C@H]1N(C)C(=O)c1ccccc12	-1%
CCOc1ccc(NC(=O)CSc2oc(-c3ccco3)nc2S(=O)(=O)c2ccc(Cl)cc2)cc1	0%
COc1ccc(NC(=O)c2nnn(Cc3nc(-c4cc(Br)ccc4OC)oc3C)c2C)cc1	-1%
COc1ccc(CNC(=O)C2CCCN(S(=O)(=O)c3ccc4c(ccn4C)c3)C2)c(OC)c1 (stereo unspecified)	-1%
C[C@@H]1CN([C@H](C)CO)C(=O)c2cc(-c3ccccc3)cnc2O[C@@H]1CN(C)C(=O)C1CCOCC1	-4%
CCOc1ccc(-c2cc(C(F)(F)F)c(C#N)c(SCC(=O)Nc3ccccc3)n2)cc1	-6%
CC(C)c1ccc(N2C(=O)CSC23C(=O)N(C)c2ccccc23)cc1 (stereo unspecified)	7%
Cc1cccc(-c2nc3scc(CCNS(=O)(=O)c4ccc5c(c4)OCCO5)n3n2)c1	3%
NC(N)=NN=Cc1ccnc2ccccc12	1%
Nc1nc2ccccc2n1S(=O)(=O)c1ccc(Cl)cc1	6%
CC(C)NC(=O)c1ccc(Cn2c(=O)c3cccn3c3cccnc32)cc1	0%
O=C(Nc1ccc2c(c1)OCCO2)C1c2ccccc2OCC(=O)N1CCc1ccccc1 (stereo unspecified)	-7%
Cc1ccc(Cl)cc1NC(=O)CCCN1C(=O)CCn2nc(-c3cn(C)c4ccccc34)cc21	2%
CC1=C(C(=O)Nc2ccccc2)C(c2cccc(O)c2)n2nc(-c3ccccc3Cl)nc2N1 (stereo unspecified)	1%
COc1ccc2c(CNCc3ccco3)c(C(=O)O)n(Cc3ccc(F)cc3Cl)c2c1	-2%
Cc1noc(/C=C/c2ccccc2F)c1S(=O)(=O)N1CCC(C(=O)NCc2ccco2)CC1	-7%
COc1cccc(C(=O)Nc2cccc(-c3cn4c(C)csc4n3)c2)c1OC	0%
CCN(C(=O)Cn1c(=O)n(Cc2ccc3c(c2)OCO3)c(=O)c2ccc(C(=O)NC3CCCCC3)cc21)c1cccc(C)c1	0%
CCN(CCCNC(=O)c1cc(Nc2ccccc2OC)nc2ccccc12)c1cccc(C)c1	-1%
COc1ccc(-c2noc(CC(=O)Nc3ccc(C)c(F)c3)n2)cc1	0%

Laid out differently: results already given.
| structure | TbPYK inhibitor |
| --- | --- |
| Cc1ccc(Cl)cc1NC(=O)CCCN1C(=O)CCn2nc(-c3cn(C)c4ccccc34)cc21 | 2% |
| COc1ccc(-c2noc(CC(=O)Nc3ccc(C)c(F)c3)n2)cc1 | 0% |

The results go on:
SMILES	TbPYK inhibitor
COc1ccc(C(=O)N2CCC3(CC2)CN(C(=O)Nc2ccccc2)C3)cc1	5%
COc1ccc(C(NC(=O)C2CCN(CCOc3ccccc3)CC2)c2ccccn2)cc1 (stereo unspecified)	-5%
O=C1CCC[C@@H]2C=C[C@H](c3ccc(Br)cc3)[C@H]3CCN1[C@@H]32	3%
CCCCN1C(=O)C(O)(c2c[nH]c3ccccc23)c2cc(Br)ccc21 (stereo unspecified)	-6%
COc1ccc(C(=O)Nc2nnc(SCc3cc(=O)c4cc(C)cc(C)c4[nH]3)s2)cc1	6%
O=c1cc(CN2CCCCCCC2)c2c(ccc3ccccc32)o1	1%
Cc1ccc2oc(=O)n(CCCOc3ccccc3Cl)c2c1	-4%
Cc1ccc(CN2CCC(CNC(=O)c3cnn(-c4ccccc4Cl)c3C3CCN(C(=O)OC(C)(C)C)CC3)CC2)cc1	3%
CCC(c1nnnn1-c1ccc2c(c1)OCCO2)N1CCN(c2ccc(C(F)(F)F)cn2)CC1 (stereo unspecified)	0%
CC(=O)Nc1cccc(-c2ccnc3c2CC(C)(C(=O)NCCN(C)C)O3)c1 (stereo unspecified)	-1%
Cc1nc2cccnc2n1-c1cccc(C(=O)NCCc2ccc(Cl)cc2)c1	0%[15.4 µM]
CC(=O)Nc1ccc(NC(=O)c2oc3c(c2C)-c2nn(Cc4ccccc4Cl)cc2CC3)cc1	-6%
Cc1ccc(Cn2ccn(CC(=O)Nc3c(C)cc(C)cc3C)c(=O)c2=O)cc1	-2%
COc1ccc([C@H]2CC(=O)C[C@@H](CCn3cc(-c4ccccn4)nn3)O2)cc1	7%
C[C@@H]1Cn2cnc(C(=O)Nc3ccccc3)c2C(=O)N1	-1%
O=C(Cc1ccccc1)Nc1sc2c(c1C(=O)Nc1ccc(Br)cc1)CCC2	12%
CCOc1ccc(-c2ccc(NS(=O)(=O)c3cc(C)ccc3OC)cc2)nn1	2%
O=C(c1cc(C(F)(F)F)cc(C(F)(F)F)c1)N1CCC2(CC1)CN(c1ccccn1)C2	0%
COC(=O)[C@H]1C[C@@]2(O)CN(S(=O)(=O)c3ccc(C)cc3)C[C@@]2(OC(=O)NCC2CCCCC2)C[C@H]1C(=O)OC	13%
Cc1ccc2nc(CSc3nnc(NC(=O)CC(C)C)s3)cc(=O)n2c1	5%
CCCN(CCC)C(=O)c1nn(C)c2c1CSc1ccccc1-2	-2%
CCOCCc1nn2c(=O)cc(COC(=O)c3ccccc3NC(=O)c3ccccc3F)nc2s1	1%
CCC(CO)Nc1ncnc2c1cnn2-c1ccc(C)cc1 (stereo unspecified)	1%
CCCCNC(=O)C1(C)CCN1C(=O)c1ccc2c(c1)C(C)(C)CCC2(C)C (stereo unspecified)	1%
Cc1cccc(C)c1NC(=O)Nc1csc2c1CCCC2	-6%
COc1ccc(NC(=O)Nc2nnc(C)s2)cc1	1%
CCn1cc(C(=O)OCC(=O)Nc2ccc(F)cc2F)c(=O)c2ccc(C)nc21	-8%
Cc1ccc(-n2ncc3c(NC4CCCCCC4)ncnc32)cc1Cl	0%
CCOC(=O)C(Cc1ccccc1)NC(=O)Cn1nnc(-c2ccc(C)cc2)n1 (stereo unspecified)	3%
COc1ccc(-c2noc(-c3ccccc3NC(=O)c3cc(OC)c(OC)c(OC)c3)n2)cc1	-2%
COc1ccc(NC(=O)c2c(NC(=O)COc3ccccc3)sc3c2CCCCC3)cc1	0%
CC(=O)c1cccc(NC(=O)Cc2noc3ccccc23)c1	0%
Cc1ccc2nc(-c3ccc(NC(=O)COc4c(C)ccc(C)c4C)cc3)sc2c1	3%
O=C(Cc1ccc(NC(=O)N2CCCCc3ccccc32)cc1)NCc1ccccc1Br	-3%
O=C(NC1CCCC1)C1c2ccccc2OCC(=O)N1CCCN1CCOCC1 (stereo unspecified)	-5%
Cc1ccc(-c2onc(C)c2C)cc1S(=O)(=O)NCc1cccs1	4%
O=C(Oc1ccc(-c2nnco2)cc1)c1cc(S(=O)(=O)N2CCOCC2)ccc1F	-5%
CCSc1nn(CC(=O)Nc2ccc(C(=O)OC)cc2)c(N)c1S(=O)(=O)c1ccc(C)cc1	2%
COCC1CCCCN1C(=O)c1cc(COc2ccc(C)c(C)c2)on1 (stereo unspecified)	1%
C/C(=N/NC(=O)c1nnn(-c2nonc2N)c1CSc1ccc(C)cc1)c1ccncc1	7%

Of the compounds above, these have a Cl atom.
SMILES	TbPYK inhibitor
CCCNC(=O)C1(C)CCN(Cc2ccc(Cl)c(Cl)c2)C1 (stereo unspecified)	0%
C=CCSc1nnc(NC(=O)CCNC(=O)c2ccccc2Cl)s1	-4%
O=C(c1cc2ccccc2oc1=O)N1CCN(c2ccc(Cl)cc2)CC1	-4%
Cc1ccc(Cn2c(SCC(=O)NCc3ccc(Cl)cc3)nc3ccsc3c2=O)cc1	-6%
CC(=O)C1=CCC(c2ccccc2)N(S(=O)(=O)c2ccc(Cl)cc2)C1 (stereo unspecified)	1%
CCOc1ccc(NC(=O)CSc2oc(-c3ccco3)nc2S(=O)(=O)c2ccc(Cl)cc2)cc1	0%
Nc1nc2ccccc2n1S(=O)(=O)c1ccc(Cl)cc1	6%
Cc1ccc(Cl)cc1NC(=O)CCCN1C(=O)CCn2nc(-c3cn(C)c4ccccc34)cc21	2%
CC1=C(C(=O)Nc2ccccc2)C(c2cccc(O)c2)n2nc(-c3ccccc3Cl)nc2N1 (stereo unspecified)	1%
COc1ccc2c(CNCc3ccco3)c(C(=O)O)n(Cc3ccc(F)cc3Cl)c2c1	-2%
Cc1ccc2oc(=O)n(CCCOc3ccccc3Cl)c2c1	-4%
Cc1ccc(CN2CCC(CNC(=O)c3cnn(-c4ccccc4Cl)c3C3CCN(C(=O)OC(C)(C)C)CC3)CC2)cc1	3%
Cc1nc2cccnc2n1-c1cccc(C(=O)NCCc2ccc(Cl)cc2)c1	0%[15.4 µM]
CC(=O)Nc1ccc(NC(=O)c2oc3c(c2C)-c2nn(Cc4ccccc4Cl)cc2CC3)cc1	-6%
Cc1ccc(-n2ncc3c(NC4CCCCCC4)ncnc32)cc1Cl	0%

Next part
SMILES	TbPYK inhibitor
CCOC(=O)C1=C(c2ccccc2)Nc2ncnn2C1c1ccc(Cl)cc1 (stereo unspecified)	3%
Cc1nn(C)c2c1c(C(F)(F)F)cc(=O)n2CC(=O)Nc1ccc(F)cc1F	5%
Cc1ccc(C2=Nc3ccccc3N(CC(=O)Nc3cccc(F)c3)C(=O)C2)cc1C	0%
COc1ccccc1Cc1c(-c2cccc(Br)c2)nc2c(C)cc(Br)cn12	1%
COCCCNC(=O)c1c(NC(=O)c2nc(S(C)(=O)=O)ncc2Cl)sc2c1CCCC2	1%
COc1ccccc1CNc1nc(-c2ccco2)nn1S(=O)(=O)c1ccc(C)cc1	2%
C[C@H]1Cn2cnc(C(=O)Nc3cccc(Cl)c3)c2C(=O)N1	6%
Cc1ccc(CNc2nc(NC(C)C)nc3ccsc23)c(C)c1	1%
COc1ccc(NC(=O)C[C@H]2C(=O)N(CCc3ccccc3)C[C@@H]2C)cc1	-2%
Cc1cccc(C)c1-n1nnnc1C(c1cccs1)N1CCN(C/C=C/c2ccccc2)CC1 (stereo unspecified)	5%
Cn1ccc2c(-c3ccc4c(c3)OCCO4)cc3c(c21)C1CCC3O1 (stereo unspecified)	-1%
CCC(C)NC(=O)c1ccc2c(c1)N(Cc1ccccc1F)C(=O)c1ccccc1S2=O (stereo unspecified)	1%
CCCc1nnc(NC(=O)Cc2coc3ccc(C(C)C)cc23)s1	-2%
COc1ccc(NC(=O)c2cc(-c3ccc4c(c3)OCO4)on2)c(OC)c1	-2%
CCc1nc2ccc(C(=O)NCc3ccc(OC)cc3)cn2c1N(CC)CCN(C)C	-5%
O=C(NCCSCc1c(F)cccc1Cl)C1CCN(S(=O)(=O)Cc2ccccc2)CC1	-1%
O=C1CC(c2ccc(Cl)cc2)N=C(NC(=O)c2ccccc2)N1 (stereo unspecified)	0%
COc1ccc(C2C(C(=O)Nc3ccccc3)=C(C)Nc3nc(-c4ccccc4)nn32)cc1OC (stereo unspecified)	2%
CC(C)(C)c1ccc(Oc2nc3ccccn3c(=O)c2/C=C(\C#N)c2nc3ccccc3s2)cc1	-25%
CC(C)Cc1nnc(NC(=O)c2ccc(-n3cncn3)c([N+](=O)[O-])c2)s1	-5%
COc1ccc(S(=O)(=O)N2C[C@H]3CON(C)[C@H]3C[C@H]2c2ccc(-c3cc4ccccc4o3)cc2)cc1	-19%
COCCCNC(=O)c1ccc2c(c1)NC(=O)C(C(C)C)N2 (stereo unspecified)	-3%
Cc1nn2c(C)c(C(=O)NCc3ccco3)cnc2c1-c1ccccc1	6%
CC(NC(=O)c1c(O)nc2ccccn2c1=O)c1ccccc1 (stereo unspecified)	-7%
CCOC(=O)c1ccccc1NC(=O)C1CCN(c2ncnc3c2nc2n3CCCCC2)CC1	-1%
Cc1ccc(Cl)c2sc(NC(=O)CS(=O)(=O)c3ccc(Cl)cc3)nc12	6%[15.4 µM]
CCc1nn(CC(=O)NCc2ccco2)c(=O)c2cc3c(OC)cccc3n12	6%
Cc1cccc(C(=O)OCC(=O)NCc2ccc(Cl)cc2)c1	2%
Cc1cc2c(c3oc(=O)c4ccccc4c13)CN(Cc1ccc(F)cc1)CO2	1%
COc1cccc(CCNC(=O)c2cnc3sc(N4CCCC4)nn3c2=O)c1	1%
O=C(NC1(C(F)(F)F)NC(=O)N(CCc2ccccc2)C1=O)c1ccccc1Cl (stereo unspecified)	0%
